Compound activity from PubChem BioAssay.
RGS4 inhibitor: human RGS4 inhibition; P49798; Transcreener GDP fluorescence polarization, RGS4-accelerated GTP hydrolysis; Potency, µM (titrated, usually from 114 µM), for the others: top-dose activity change, negative = inhibition, actives largely listed as inhibitors; 0.039% of 390,000 active; note: % is set by controls: 0 for no effect and ±100 for the full control effect; nearly all actives have a fitted effect of over 75% in size; some results filed as inactive show a strong effect at the top dose
Target sequence (P49798 whole entry, looked up): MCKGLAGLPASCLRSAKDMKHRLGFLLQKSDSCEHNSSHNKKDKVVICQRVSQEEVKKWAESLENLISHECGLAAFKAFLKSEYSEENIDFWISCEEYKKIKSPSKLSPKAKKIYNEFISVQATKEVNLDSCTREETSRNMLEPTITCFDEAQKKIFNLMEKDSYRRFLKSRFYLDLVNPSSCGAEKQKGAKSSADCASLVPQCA
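MLSMR compounds (23 nl, pin-transferred) preincubated 10 min at room temperature with a 500nM (2x) first reagent, then RGS4 at 900nM (2x) plus Transcreener GDP mix added; fluorescence polarization (620/688 nm) read before and after 90 min at 30 °C.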
ERG-DNA inh: blocks human ERG Ets domain binding to DNA. fluorescence polarization, His-ERG Ets domain / labelled DNA. Potency, µM (series often up to 76.9 µM), for the others: top-dose FP activity, negative = inhibition, hits mostly inhibitors. 0.028% of 370,000 active. AID 624246; active = well fitted inhibition curve with a large enough effect in the polarisation, with a control signal flat; inconclusive = small, poorly fitted or top-dose-only effect, or effect the other way, or a change in a side signal; inactive = no such curve, though single readings can be large or run the other way; the % refers to the polarisation;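 note: polarization taken with two DNA probes labelled with fluorescein and Texas red; % of control where 0% means no effect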
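His-tagged ERG Ets domain (1 uM in the protein solution; 300mM KCl, 50mM Tris-HCl, 1mM EDTA, 1mM DTT, pH 7.5) received compound, then a probe mix of 5 nM fluorescein-DNA and 100nM Texas-615-DNA. Fluorescence polarization was read for both dyes.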
12-LOX inh: blocks human arachidonate 12S-lipoxygenase; P18054; purified 12hLO, xylenol orange hydroperoxide absorbance; Potency, µM (top dose mostly 108 µM), inactives show top-dose activity change, negative = inhibition, actives largely listed as inhibitors; 1.1% of 580,000 active; AID 1671190; note: % is set by controls: 0 for no effect and ±100 for the full control effect
Target sequence (P18054 whole entry, looked up): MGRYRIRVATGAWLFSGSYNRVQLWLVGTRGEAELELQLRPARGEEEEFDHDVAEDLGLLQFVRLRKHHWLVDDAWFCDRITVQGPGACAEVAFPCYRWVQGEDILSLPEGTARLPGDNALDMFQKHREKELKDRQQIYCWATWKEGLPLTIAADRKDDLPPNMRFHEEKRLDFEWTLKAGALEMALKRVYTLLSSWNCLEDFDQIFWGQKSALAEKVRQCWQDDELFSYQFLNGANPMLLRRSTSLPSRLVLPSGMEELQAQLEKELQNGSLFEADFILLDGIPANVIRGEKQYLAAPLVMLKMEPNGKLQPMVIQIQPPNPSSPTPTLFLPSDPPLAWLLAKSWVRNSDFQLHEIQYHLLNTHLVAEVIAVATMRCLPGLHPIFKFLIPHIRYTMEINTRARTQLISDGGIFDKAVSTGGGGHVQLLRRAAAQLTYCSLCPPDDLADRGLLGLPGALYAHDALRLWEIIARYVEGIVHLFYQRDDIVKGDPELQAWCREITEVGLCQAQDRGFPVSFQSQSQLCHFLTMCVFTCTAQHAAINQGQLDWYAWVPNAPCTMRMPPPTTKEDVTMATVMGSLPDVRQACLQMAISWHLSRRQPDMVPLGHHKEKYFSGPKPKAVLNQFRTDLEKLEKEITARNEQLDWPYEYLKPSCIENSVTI
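Purified human 12hLO (150 nM final) in 25 mM Hepes, 0.01% Triton X-100, pH 7.0 was preincubated 15 min at room temperature with compound. Then 40 uM arachidonic acid was added, 30 min. Hydroperoxide was read by Fe-XO absorbance ratio 573/405 nm.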
rTrxR1 inhibitor: inhibitors of rat thioredoxin reductase 1; recombinant rTrxR1, NADPH fluorescence consumption, selenite substrate; Potency, µM (doses to about 114 µM), inactives show top-dose activity change, negative = inhibition, actives largely listed as inhibitors; 1% of 390,000 active; AID 588453; O89049; note: % is set by controls: 0 for no effect and ±100 for the full control effect; nearly all actives have a fitted effect of over 65% in size
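Rat TrxR1 (90 nM in the dispensed reagent) was pre-reduced with 400 uM NADPH for 5 min at room temperature, then incubated with compound for 15 min. After 400 uM selenite was added, NADPH fluorescence (Ex 340/Em 450 nm) was followed for 8 min.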
JMJD2A Tudor: inhibitors of human JMJD2A Tudor domain. O75164. AlphaScreen JMJD2A-Tudor / H3K4me3 peptide binding. Potency, µM (titrated, usually from 114 µM), for inactives: at the top dose activity change, negative = inhibition, most hits filed as inhibitors. 4.4% of 390,000 active. AID 504339; note: % is set by controls: 0 for no effect and ±100 for the full control effect; nearly all actives have a fitted effect of over 50% in size
Tb PGK inh: T. brucei PGK inhibition; Potency, µM (highest dose often 57.5 µM), for the others: at the top dose activity change, negative = inhibition, most hits filed as inhibitors; PGK/GAPDH coupled, Kinase-Glo luminescence, 60 min; AID 602233; 0.043% of 380,000 active; P07378; note: % is set by controls: 0 for no effect and ±100 for the full control effect; nearly all actives have a fitted effect of over 60% in size
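Recombinant glycosomal PGK reaction used 1,3-bisphosphoglycerate generated in-well by GAPDH (100nM final) in 100mM TEA pH 7.6, 5mM MgCl2, 0.01% Tween-20. After 60 minutes at room temperature, ATP was read by Kinase-Glo Plus luminescence end-point.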
Pin1 inh: human Pin1 inhibition; Q13526; Pin1 FP peptide displacement, HiFluor488, 10 min; Potency, µM (top dose mostly 115 µM), for inactives: top-dose activity, negative = inhibition, actives largely listed as inhibitors; 0.009% of 390,000 active; AID 504891; active = well fitted inhibition curve with a large enough effect in the polarisation, with a control signal flat, not every such curve was filed as active; inconclusive = small, poorly fitted or top-dose-only effect, or effect the other way, or a change in a side signal; inactive = no such curve, though single readings can be large or run the other way; the % refers to the polarisation; note: % is set by controls: 0 for no effect and ±100 for the full control effect
Target sequence (Q13526 whole entry, looked up): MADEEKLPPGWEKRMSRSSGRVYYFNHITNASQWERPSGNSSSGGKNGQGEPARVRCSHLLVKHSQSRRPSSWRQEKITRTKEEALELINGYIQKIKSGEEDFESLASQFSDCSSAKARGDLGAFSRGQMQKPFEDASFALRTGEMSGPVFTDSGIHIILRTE
GLS inh: glutaminase GLS (human) inhibition; GLS enzymatic activity, qHTS titration; AID 624170; Potency, µM (top dose mostly 45.5 µM), without a hit: at the highest dose activity change, negative = inhibition, hits mostly inhibitors; 0.21% of 410,000 active; note: % is set by controls: 0 for no effect and ±100 for the full control effect
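Coupled fluorescence readout: glutamate oxidase/HRP/Amplex Red detect glutamate formed by hKGA from L-glutamine (1 mM solution added). Buffer 45 mM KH2PO4 pH 8.2, 0.02% Tween-20; reads at t0 and 30 min RT.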
HP1b binding inh: blocks HP1-beta chromodomain binding to methylated histone tails | P83916 | AlphaScreen HP1-beta / biotin-H3K9me3 peptide binding | Potency, µM (doses to about 114 µM), inactives show at the highest dose activity change, negative = inhibition, actives largely listed as inhibitors | 0.56% of 390,000 active; note: nearly all actives have a fitted effect of over 70% in size; inactives centre near 23
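AlphaScreen: HP1-beta (50 nM) preformed 30 min with biotin-H3(1-18)K9me3 peptide (50 nM) in PBS pH 7.4, 0.01% Tween-20. Compound added for 30 min at RT, then streptavidin donor/nickel chelate acceptor beads (10 ug/mL) for 30 min.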
* marks the source's active call; other numbers are inactive results; i = inactive; ? = inconclusive; & = joins results of further samples; [ ] = another dose, or the depositor's remark. Unless noted, calls come from the whole dose curve; as a rule, active = well fitted curve in the direction sought with a large enough effect; inconclusive = small, poorly fitted or top-dose-only effect, or another doubt; inactive = no such curve, though single readings can be large; an effect the other way counts as inactive or inconclusive. Potency is the fitted concentration of half-maximal effect. This is a subset; count on the stated rates, not on these rows.

SMILES	RGS4 inhibitor	ERG-DNA inh	12-LOX inh	rTrxR1 inhibitor	JMJD2A Tudor	Tb PGK inh	Pin1 inh	GLS inh	HP1b binding inh
COc1ccc([N+](=O)[O-])cc1NC(=O)CCNC(=O)Cn1ccc2ccccc2c1=O	10%	2%	-14%	?	3%	2%	6%	2%	23%
Cc1ccccc1COC(=O)CNC(=O)c1sc2ccccc2c1Cl	-4%	-7%	6%	5%	21%	2%	20%	1%	84%[activator]
Cc1nnc(NC(=O)CC23CC4CC(CC(C4)C2)C3)s1	-5%	-2%	22%	8%[57.1 µM]	-11%	-2%	-3%	-8%	30%
COc1ccc2[nH]c3c(c2c1)CCN1C(=O)C(CC(=O)NCCCn2ccnc2)C[C@H](C(=O)N(C(C)C)C(C)C)[C@@]31C (stereo partly specified)	-11%	-3%	7%	13%	-31%	12%	-6%	5%	39%
Cc1ccc(-c2cc(C(F)F)n3ncc(C(=O)Nc4ccc(S(=O)(=O)Nc5ccccc5C)cc4)c3n2)cc1	6%	-8%	12%	13%[57.1 µM]	-12%	-5%	3%	19%	9%
COc1ccc2cc(-c3cc(C(=O)O)c4ccccc4n3)ccc2c1	3%	-3%	?	-8%	9%	9%	5%	18%	43%
CCOC(=O)c1ccc(NC(=O)N2CCN(C3CCCCC3)CC2)cc1	12%	-5%	11%	8%	1%	0%	-2%	23%	23%
COCC(=O)N(Cc1ccco1)c1nnc(C2CCOC2)s1 (stereo unspecified)	34%	0%	0%	?	-1%	9%	1%	17%	37%[activator]
CCN1C(=O)C(=O)N(Cc2ccc(OC)c(F)c2)C1=O	26%	-5%	-38%	22%	-7%	-7%	-3%	-12%	1%
COc1ccc(N2CCN(C(=S)NCc3ccccc3)CC2)cc1	2%	-3%	15%	14%[57.1 µM]	-3%	6%	1%	-10%	15%
O=C(CN1c2cccc3cccc(c23)S1(=O)=O)N1CCCCC1	-7%	-18%	0%	3%	-10%	-1%	-2%	3%	28%
CCC(Oc1ccc2ccccc2c1)C(=O)O (stereo unspecified)	4%	0%	0%	32%[57.1 µM]	-9%	-1%	-1%	1%	27%
O=S(=O)(c1cnc[nH]1)N1CCc2ccccc21	4%	-4%	0%	3%	9%	-4%	7%	-2%	37%
Cc1nn(-c2ccccc2)c2nc(-c3ccco3)cc(C(=O)O)c12	?	8%	?	?	?	-23%	?	7.1µM*	9%
COc1cccc(NC(=S)NC(=O)/C=C/c2ccc(F)cc2)c1	19%	3%	0%	22%	-8%	0%	0%	-1%	29%

Overlap with the part before: 5 compounds; new compounds follow.
SMILES	RGS4 inhibitor	ERG-DNA inh	12-LOX inh	rTrxR1 inhibitor	JMJD2A Tudor	Tb PGK inh	Pin1 inh	GLS inh	HP1b binding inh
O=C(CN1c2cccc3cccc(c23)S1(=O)=O)N1CCCCC1	-7%	-18%	0%	3%	-10%	-1%	-2%	3%	28%
CCC(Oc1ccc2ccccc2c1)C(=O)O (stereo unspecified)	4%	0%	0%	32%[57.1 µM]	-9%	-1%	-1%	1%	27%
O=S(=O)(c1cnc[nH]1)N1CCc2ccccc21	4%	-4%	0%	3%	9%	-4%	7%	-2%	37%
Cc1nn(-c2ccccc2)c2nc(-c3ccco3)cc(C(=O)O)c12	?	8%	?	?	?	-23%	?	7.1µM*	9%
COc1cccc(NC(=S)NC(=O)/C=C/c2ccc(F)cc2)c1	19%	3%	0%	22%	-8%	0%	0%	-1%	29%
COc1ccc(NC(=O)CN(C)S(=O)(=O)c2ccc(Cl)cc2)cn1	-8%	16%	?	13%	-10%	-6%	-4%	1%	29%
CN1C[C@@H]2C(c3ccc(C(F)(F)F)cc3)C3(c4ccc(C#N)cc4)CC2(C3)[C@H]1c1ccccc1 (stereo partly specified)	20%	0%	-10%	3%[57.1 µM]	-35%	7%	?	6%	9%
COc1cccc(-c2cccc(NC(=O)C3CCN(Cc4ccc(CO)o4)CC3)c2)c1	-3%	-4%	464%[activator]	15%	-22%	-2%	-1%	2%	19%
O=C(Cn1nc(C(=O)O)c2ccccc2c1=O)Nc1cc(C(F)(F)F)ccc1-n1cncn1	16%	-15%	235%[activator]	33%	-12%	1%	11%	0%	33%
O=C(CCNC(=O)c1ccc([N+](=O)[O-])cc1)Nc1ccc(F)c(F)c1F	-9%	6%	31%[activator]	13%	-12%	-1%	-3%	0%	31%
Fc1cccc(NC(=S)N2CCc3ccccc32)c1	-12%	2%	75%	12%	-22%	-2%	2%	22%	15%
CCOc1ccc(NC(=O)CN2CCN(CC(=O)c3ccc(OCC)cc3)CC2)cc1	?	-2%	?	-71%	?	i	12%	-3%	46%
O=C(Cn1[nH]c(=O)c2ccccc2c1=O)Nc1ccc(-c2nnc3n2CCCCC3)cc1	-13%	-3%	30%	11%[57.1 µM]	-6%	3%	4%	16%	11%
O=S(=O)(c1cccc(NC(=S)NCc2ccco2)c1)N1CCOCC1	-13%	4%	-19%	-6%	-15%	8%	0%	22%	16%
O=C(C1CCN(S(=O)(=O)c2cc(Cl)ccc2Cl)CC1)N1CCCC1	-6%	3%	-33%	11%	-3%	-5%	-2%	-2%	40%[activator]
COc1cccc(NC(=S)Nc2ccc(Br)cc2Cl)c1	-7%	11%	6%	?	-10%	-27%	-8%	-10%	15%
Cc1ccc(NC(=O)Nc2nnc(-c3ccccc3)o2)cc1	-2%	-5%	-7%	16%[57.1 µM]	-8%	i	0%	0%	13%
O=c1n(-c2ccccc2)c(=O)n2n1CCC2	-6%	4%	22%	10%	-6%	-6%	-1%	8%	19%
Cn1c(C2=C(O)CN(Cc3ccccc3)C2=N)nc2ccccc21	10%[11.4 µM]	3%	-10%	21%	-6%[11.4 µM]	-1%	-2%	4%	59%[activator]
CN(C)C(=O)CCc1ccc2c3c([nH]c2c1)[C@]1(C)[C@@H](C(=O)N2CCCCC2)C[C@H](CC(=O)NCCN2CCOCC2)C(=O)N1CC3	9%	-1%	4%	4%	-7%	9%	0%	9%	24%

An excerpt from above in order of molecular weight, lowest first.
SMILES	RGS4 inhibitor	ERG-DNA inh	12-LOX inh	rTrxR1 inhibitor	JMJD2A Tudor	Tb PGK inh	Pin1 inh	GLS inh	HP1b binding inh
Cn1c(C2=C(O)CN(Cc3ccccc3)C2=N)nc2ccccc21	10%[11.4 µM]	3%	-10%	21%	-6%[11.4 µM]	-1%	-2%	4%	59%[activator]
O=C(C1CCN(S(=O)(=O)c2cc(Cl)ccc2Cl)CC1)N1CCCC1	-6%	3%	-33%	11%	-3%	-5%	-2%	-2%	40%[activator]
COc1cccc(-c2cccc(NC(=O)C3CCN(Cc4ccc(CO)o4)CC3)c2)c1	-3%	-4%	464%[activator]	15%	-22%	-2%	-1%	2%	19%
O=C(Cn1nc(C(=O)O)c2ccccc2c1=O)Nc1cc(C(F)(F)F)ccc1-n1cncn1	16%	-15%	235%[activator]	33%	-12%	1%	11%	0%	33%

(more compounds)
SMILES	RGS4 inhibitor	ERG-DNA inh	12-LOX inh	rTrxR1 inhibitor	JMJD2A Tudor	Tb PGK inh	Pin1 inh	GLS inh	HP1b binding inh
O=C(/C=C/c1ccc(Cl)cc1Cl)c1cccnc1	?	2%	?	4.5µM*	-22%	-4%	3%	0%	1%
CCCn1c(CCNc2nc(-c3ccc(Cl)c([N+](=O)[O-])c3)cs2)nc2cc(Cl)c(Cl)cc21	-14%	-4%	4%	-1%	?	-6%	-5%	9%	2%
Cc1ccc(C)c(CN2CCC(CNC(=O)Nc3ccc(Br)cc3F)CC2)c1	-26%&19%	-5%&-2%	-51%&0%	10%&-11%	-23%&-24%	10%	-8%&-2%	-13%&-9%	21%&12%
O=C(c1cccc(F)c1)N1CCCC(C(=O)N2CCN(c3ccccc3)CC2)C1 (stereo unspecified)	3%	-2%	69%[activator]	9%[57.1 µM]	-10%	0%	2%	0%	25%
COc1ccc(NC(=O)c2ccccc2NC(=O)c2cccs2)cc1	-2%	9%	-1%	15%	-7%	-2%	?	-2%	29%
COC(=O)c1c(NC(=O)CCc2ccc(C)o2)sc(C)c1C	?	8%	-28%	?	0%	-4%	4%	2%	30%
CC(C)(CN1CCOCC1)NS(=O)(=O)c1ccccc1	-36%	0%	1%	12%[57.1 µM]	3%	i	-2%	-6%	57%[activator]
Cc1c(C)c2c(OCC(=O)NCC(O)c3ccccc3)cc3c(c2oc1=O)CCC(C)(C)O3 (stereo unspecified)	-14%	-1%	13%	104%[activator]	-7%	10%	-1%	-1%	32%
Oc1ccc(C=Nc2cccc3ccccc23)c(O)c1	?	-1%	9%	-13%	-36%	8%	11%	17%	-10%
CC1CN(c2ccc(Oc3ccccc3)cc2)c2nc3c(c(=O)n(CC(N)=O)c(=O)n3C)n2C1 (stereo unspecified)	-12%	-5%	-2%	5%	-29%	-3%	0%	-2%	16%
